Peg3 prom inh = inhibitors of Peg3 promoter; AID 588405; HeLa PEG-Prom luciferase reporter, luminescence, overnight; 360,000 tested, 1.7% active; inhibition, % at 20 µM;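 active = inhibition of at least 50% at 20 µM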
CaV13 FRET inh = Disruptors of the CACNA1D IQ motif to Ca2+-dependent inactivation inhibitor domain association, primary screening, Förster resonance energy transfer in intact living …. 340,000 tested, 0.098% active. AID 743397. HEK cells, CFP/YFP FRET ICDI-IQ, plate reader, 10 min; percent FRET-ratio fall versus neutral wells. inhibition, % at 12.3 µM;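 active = mean replicate inhibition of at least 30% and at least 1% of replicates passing that level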;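 note: 0% = median of the neutral control wells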
NR2E3 ag-1 = NR2E3 (human) agonism | Q9Y5X4 | GST-NR2E3/biotin-RetCOR TR-FRET, 1536-well | inhibition of corepressor binding, % at 4.78 µM | 320,000 tested, 0.12% active | AID 2300;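 active = percent inhibition above the cutoff of mean plus 3 SD of all tested compounds, set per screening campaign, cut at about 20% in these data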;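 note: 0% = DMSO wells and 100% = biotin wells as full block of FRET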
Target sequence (Q9Y5X4 whole entry, looked up): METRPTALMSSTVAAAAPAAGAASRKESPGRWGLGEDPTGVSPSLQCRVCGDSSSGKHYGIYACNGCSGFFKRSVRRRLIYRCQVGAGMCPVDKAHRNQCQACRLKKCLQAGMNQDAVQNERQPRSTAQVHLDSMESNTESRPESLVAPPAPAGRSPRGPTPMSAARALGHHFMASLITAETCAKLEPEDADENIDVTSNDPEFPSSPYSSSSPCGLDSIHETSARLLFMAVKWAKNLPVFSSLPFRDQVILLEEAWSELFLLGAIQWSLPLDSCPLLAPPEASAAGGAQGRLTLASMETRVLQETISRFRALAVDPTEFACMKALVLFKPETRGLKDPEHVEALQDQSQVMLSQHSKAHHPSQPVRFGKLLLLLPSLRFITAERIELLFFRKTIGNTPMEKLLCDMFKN
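Material: NR2E3–RetCOR corepressor complex / Incubation: Compound–protein incubation for 5 h at 4 °C / Dosing: compound at 4.8 µM, single dose / Detection: time-resolved FRET / Benchmarks: high control biotin, low control 0.6% DMSO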
PDI turbidity = blocks human protein disulfide isomerase activity | P07237 | PDI insulin aggregation turbidity, A650, 90 min | inhibition, % at 10 µM | 350,000 tested, 0.052% active | AID 588391;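 active = mean inhibition across replicates of 30% or more, whatever share of single replicates reach that level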;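 note: absorbance from insulin aggregation driven by PDI reduction with DTT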
Target sequence (P07237 whole entry, looked up): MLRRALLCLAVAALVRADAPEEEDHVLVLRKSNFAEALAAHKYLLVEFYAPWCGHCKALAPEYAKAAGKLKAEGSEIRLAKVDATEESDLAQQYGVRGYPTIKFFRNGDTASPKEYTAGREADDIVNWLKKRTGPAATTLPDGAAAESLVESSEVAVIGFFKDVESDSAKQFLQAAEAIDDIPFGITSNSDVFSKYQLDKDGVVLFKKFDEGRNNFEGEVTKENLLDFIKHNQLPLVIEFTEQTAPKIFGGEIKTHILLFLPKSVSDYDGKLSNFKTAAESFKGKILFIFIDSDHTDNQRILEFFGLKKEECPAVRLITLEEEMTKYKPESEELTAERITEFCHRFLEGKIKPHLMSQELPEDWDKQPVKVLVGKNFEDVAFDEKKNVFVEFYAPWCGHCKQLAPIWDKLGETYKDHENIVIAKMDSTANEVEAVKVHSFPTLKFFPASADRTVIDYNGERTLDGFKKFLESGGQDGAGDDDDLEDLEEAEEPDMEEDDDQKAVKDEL
Vif inh = HIV Vif inhibition; HEK293T cells, Vif self-association by quenched fluorescence, imaging, 24 h; inhibition, % at 7.49 µM; 340,000 tested, 0.35% active; AID 602346; in the data active = inhibition above about 50%, passing the limit was not always enough; note: some results filed as inactive read as strong as hits
HIF-2a block = HIF-2a inhibition; 786-0 RCC cells HIF-2a reporter, luciferase luminescence, overnight; inhibition, % at 18.8 µM; 360,000 tested, 0.72% active;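 active = inhibition of the luminescence signal of 40% or more relative to plate controls, in a single-dose primary screen at 18.75 µM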
CF NFkB block = inhibitors of cystic fibrosis induced NF-kB | inhibition, % at 5 µM | AID 588850 | 360,000 tested, 0.86% active | KKLEB NF-kB-GFP reporter, PAF-induced, GFP fluorescence overnight;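 active = at least 50% inhibition at 5 µM, scaled per plate between neutral and stimulator controls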;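 note: PAF is a Pseudomonas aeruginosa culture filtrate used as stimulus; plate controls were PAF-stimulated DMSO wells for no effect and unstimulated DMSO wells for full effect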
NR2E3 ag-2 = activates human NR2E3 receptor; inhibition of corepressor binding, % at 3.98 µM; 360,000 tested, 0.35% active; Q9Y5X4; AID 602229; CHO-S Gal4-NCOR/VP16-NR2E3 two-hybrid, luciferase;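 active = inhibition above the mean of all tested compounds plus 3 SD, cut at about 70% in these data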;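 note: 0% = DMSO with NR2E3 transfected cells and 100% = cells lacking NR2E3 construct; higher means lower luciferase signal from less NR2E3 corepressor binding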
MITF TRPM1 inh = reduces MITF-dependent TRPM1 promoter luciferase signal; SK-MEL-5 TRPM1 promoter luciferase, 24 h; inhibition, % at 12.5 µM; 330,000 tested, 0.83% active; AID 488899;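 active = mean inhibition across replicates of 60% or more, whatever share of single replicates reaches that level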; note: values of inactives mirror those of a sister screen read the other way
KKLEB cytotox = reduces viability of KKLEB cystic fibrosis airway cells. KKLEB CF airway cells viability, ATPlite luminescence, overnight; hits give low values; cells stimulated with P. aeruginosa culture filtrate. activity change (cytotoxicity), % at 5 µM. 360,000 tested, 0.36% active. AID 602141;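 active = corrected activity change at or below -50% at 5 µM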
Shn3 3UTR inh = inhibitors of Schnurri-3 3'UTR reporter in osteoblasts; Clone20 osteoblast Shn3 3'UTR firefly luciferase, 24 h; inhibition, % at 12.5 µM; 360,000 tested, 0.52% active; AID 588674;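 active = mean inhibition of at least 75% with every replicate also reaching 75%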;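 note: 0% = median of neutral control wells and 100% = pilot-screen positive control compound; some compounds past the cut are filed as inactive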
The depositor's hits bear a star; . = no result given.

SMILES	Peg3 prom inh	CaV13 FRET inh	NR2E3 ag-1	PDI turbidity	Vif inh	HIF-2a block	CF NFkB block	NR2E3 ag-2	MITF TRPM1 inh	KKLEB cytotox	Shn3 3UTR inh
O=C(Nc1ccccc1)C1=C[C@@H](c2csc3ccccc23)C[C@@H](OCc2ccc(CO)cc2)O1	17	-5	5	2	-2	9	1	-3	16	-2	20
COc1ccc(S(=O)(=O)N(C)C)cc1NC(=O)COC(=O)c1n[nH]c2ccccc12	4	-6	.	-7	7	4	-24	-7	.	-10	14
CSCCC(NC(=O)c1ccccc1)C(=O)N1CCN(C(c2ccccc2)c2ccccc2)CC1 (stereo not drawn)	-3	-7	-1	-11	-30	23	12	-6	5	-12	5
Cc1ccc(-c2nc3ccccn3c2C=O)cc1	-239	-7	1	1	-5	-252	12	-89	-25	-1	-78
O=C(Cn1nc(Cc2ccncc2)c2ccccc2c1=O)Nc1cccnc1Cl	13	-6	-2	1	3	7	-17	-28	6	5	11
CC1=NNC(=O)C1CCC(=O)N/N=C/c1ccc(Cl)cc1Cl (stereo not drawn)	7	-13	2	8	-5	15	-12	-18	-1	15	-2
CCN(c1ccccc1)S(=O)(=O)c1c(C)noc1C	2	-6	.	4	-2	0	-4	15	0	8	-12
O=C(COC(=O)c1cc([N+](=O)[O-])ccc1Cl)NCCc1ccccc1	3	-5	-3	2	6	-4	-9	-6	11	13	-16
COc1ccc(NS(=O)(=O)c2coc(C(N)=O)c2)cc1Cl	-2	23	1	.	-2	8	10	-43	.	5	7
Cc1ccc(S(=O)(=O)NC(=NC2CCCCC2)c2ccc(F)cc2)cc1	2	-3	3	-1	-18	10	8	-10	-20	-5	2
COc1cc(NC(=S)N2CCN(C)CC2)c(OC)cc1Cl	0	5	3	8	33	1	11	-14	6	6	7
Cc1nc2ncnn2c(C)c1CCC(=O)N1CC(C)CC(C)C1 (stereo not drawn)	29	-5	1	7	-2	10	-17	-19	-4	-21	1
COc1cc2nc(Nc3ccc(F)cc3)nc(N)c2cc1OC	-24	-18	1	4	-42	-43	-47	-4	-24	-13	12
O=C(/C=C/NNC(=O)c1ccccc1)c1ccc([N+](=O)[O-])cc1	47	3	2	9	4	-11	-20	-61	64*	-3	34
O=C(CSc1ccccn1)N/N=C/c1cc([N+](=O)[O-])ccc1O	14	-3	-1	2	-1	12	-3	23	4	8	26

Structures from the list above with fluorine, in the order listed:
SMILES	Peg3 prom inh	CaV13 FRET inh	NR2E3 ag-1	PDI turbidity	Vif inh	HIF-2a block	CF NFkB block	NR2E3 ag-2	MITF TRPM1 inh	KKLEB cytotox	Shn3 3UTR inh
Cc1ccc(S(=O)(=O)NC(=NC2CCCCC2)c2ccc(F)cc2)cc1	2	-3	3	-1	-18	10	8	-10	-20	-5	2
COc1cc2nc(Nc3ccc(F)cc3)nc(N)c2cc1OC	-24	-18	1	4	-42	-43	-47	-4	-24	-13	12

Additional compounds:
SMILES	Peg3 prom inh	CaV13 FRET inh	NR2E3 ag-1	PDI turbidity	Vif inh	HIF-2a block	CF NFkB block	NR2E3 ag-2	MITF TRPM1 inh	KKLEB cytotox	Shn3 3UTR inh
CCOc1ccc(C(C(=O)NC2CCCC2)N(C(=O)c2snc(C(N)=O)c2N)C2CCCC2)cc1 (stereo not drawn)	11	-2	2	11	9	-2	-12	-9	-5	-7	8
Cc1ccccc1NC(=O)c1nc2nccc(C)n2n1	-151	.	6	0	10	-151	1	-98	-28	-4	-19
CCOCCCNC(=S)Nc1ccc2nc(N3CCN(CC)CC3)cc(C)c2c1	17	-19	0	-11	3	5	-18	2	5	10	28
CCn1c(COc2ccc(=O)n(-c3ccccc3)n2)nnc1SC	6	-7	-4	3	7	13	-24	-17	8	10	15
O=C(c1ccc(CS(=O)Cc2ccc(Cl)cc2)o1)N1CCN(c2ccccn2)CC1 (stereo not drawn)	20	-5	3	1	5	9	28	-19	7	-12	-5
Cc1ccc(/C=C/C(=O)N2CC(=O)Nc3ccccc32)o1	-27	-5	-4	-7	0	0	15	-2	12	12	-6
CN(C)S(=O)(=O)c1cc(C(=O)Nc2ccccc2C(=O)NC2CC2)ccc1Cl	-64	-6	0	-5	-4	-84	7	-1	-40	4	-23
Cc1ccsc1C(=O)Nc1ccc(F)c([N+](=O)[O-])c1	-118	-4	-2	-12	3	-80	7	7	5	1	15
Cn1nc(C(F)(F)F)cc1-c1ccc(/C=C(\C#N)C(=O)c2ccccc2)s1	-61	-2	-2	-1	1	-1	14	-26	-32	3	.
O=C(Nc1ccc(Oc2cccnc2)cc1)C1CCN(Cc2ccc(F)cc2)CC1	2	-3	-1	9	-10	8	-19	18	7	-1	2
CC(=O)N1C(C(=O)O)CSC1c1cccc(C)c1 (stereo not drawn)	-1	.	-2	-2	-4	13	17	16	-4	-3	24
CCCCN1C(=O)C(NC(C)=O)c2cc(Br)ccc21 (stereo not drawn)	-1	-5	1	4	1	4	-9	-23	7	5	-4
O=C(Nc1cccc(OC(F)(F)F)c1)C1Cc2c(-c3ccc(Cl)cc3)ccnc2O1 (stereo not drawn)	15	-6	.	-9	.	0	-7	4	.	-13	2
CCOc1ccc(CCNC(=O)C2CCC(=O)N2CCc2ccccc2)cc1OCC (stereo not drawn)	6	-3	4	2	-15	5	-1	-36	8	23	17
CCc1cc(Cn2nc(-c3ccccc3)cc2C(=O)NCc2cccc(Br)c2)on1	31	-2	.	-12	-4	14	25	7	1	0	3
O=C(NCCC(=O)N1CCCC(C(F)(F)F)C1)c1ccccc1Cl (stereo not drawn)	-9	-3	1	3	-20	2	-16	-3	-5	7	-1
COCCOC(=O)C1=C(C)NC(=O)NC1c1ccc(OC(=O)c2ccco2)c(OC)c1 (stereo not drawn)	6	-5	0	-2	-7	8	-23	13	7	-4	-23
O=C(COC(=O)Cc1ccccc1F)Nc1ccc2c(c1)OCCO2	7	-5	3	15	.	11	-15	-51	-12	17	-1
Cc1nn(C)cc1/C=C/C(=O)c1cccs1	-317	-3	0	2	11	-148	-9	-29	-66	2	-44
Cc1ccc(-c2nc(CS(=O)(=O)CC(=O)NCCCN3CCN(C)CC3)c(C)o2)cc1	-9	-9	5	.	-1	9	19	-15	3	-4	-21
Cc1ccc(CNC(=O)CNS(=O)(=O)c2ccc3nc(C)sc3c2)cc1	17	6	0	16	-5	14	0	-7	5	13	-22
CCOC(=O)C(=CNc1cc(C)nn1-c1ccccc1)C(=O)OCC	13	-9	0	-8	-6	17	-11	-19	42	5	15
O=C(Nc1ccc(S(=O)(=O)N2CCCC2)cc1)c1cc(=O)c2ccccc2o1	-1	-7	-1	17	-3	-19	-4	-23	-6	0	16
CC(C)(C)c1ccc(C(=O)N/C(=C\c2ccco2)C(=O)Nc2ccccc2C(=O)O)cc1	5	-4	2	-4	-7	-114	-3	-58	13	8	-24
O=C(NCCc1ccccc1F)C1CCCN(c2nc3ccccc3s2)C1 (stereo not drawn)	18	-5	1	-11	16	-15	3	-48	17	-5	-47
CCOC(=O)C1C(C)=CC(=O)CC1c1ccco1 (stereo not drawn)	11	.	2	-1	-2	15	-3	8	8	11	-1
COC(=O)c1ccc(CN2CCCC(C(=O)Nc3cccc(-n4cccn4)c3)C2)cc1 (stereo not drawn)	-1	-6	1	11	-1	11	-9	24	17	-3	5
Cc1c(-n2c(O)c(C3=c4ccccc4=NC3=O)sc2=S)c(=O)n(-c2ccccc2)n1C	25	-1	1	-2	-7	7	10	-16	1	-5	-5
Nc1nc(Nc2ccccc2)sc1C(=O)c1ccccc1	91*	-3	0	2	-17	-381	87*	45	-65	-20	-139
CC1CCCN(C(=S)Nc2ccc(F)cc2)C1 (stereo not drawn)	-20	-5	-2	4	2	-21	7	-25	7	-6	31
CCOc1ccccc1NC(=O)CCn1cccc1	6	-41	0	-2	7	17	5	-13	-5	0	1
Cc1cc(C)c2c(c1)/C(=N/NS(=O)(=O)c1ccc(Br)cc1)CCC2	32	.	-2	3	.	23	10	-10	-2	10	7
CC(C)NC(=O)NC(=O)CSc1ccc(S(=O)(=O)N2CCCC2)cn1	-12	-2	2	-9	-2	6	0	6	-6	19	-17
O=C(COc1cccc(Cl)c1Cl)Nc1ccc2c(c1)CCC2	-26	-3	0	2	14	-79	-2	0	-23	4	-3
CCOC(=O)NNc1ccc(C(F)(F)F)cn1	2	-20	1	-2	3	21	1	-18	11	-1	-7
CC1(C)Oc2ccc(C(=O)Nc3ccccc3F)cc2N(CC(=O)N2CCOCC2)C1=O	-56	-5	-2	7	7	-69	-2	-27	-6	12	-17
COc1ccc(C2C(C#N)=C(N)Oc3c2ccc2cccnc32)cc1OC (stereo not drawn)	26	-4	-1	-6	-7	30	-2	-18	19	4	78
Cc1nnc(SCC(=O)Nc2ccc(C(N)=O)cc2)n1-c1ccccc1	-5	-4	5	-45	12	7	-13	-1	1	2	-18
Cc1cc(Cl)ccc1OCCCC(=O)Nc1cccc(-n2cnnn2)c1	20	-5	1	6	-4	-8	-5	6	-10	7	18
CC1=C(C(=O)OCc2ccc(C)cc2)C(c2ccc(O)c([N+](=O)[O-])c2)NC(=O)N1 (stereo not drawn)	12	7	4	-4	-3	6	5	-30	-6	8	7
CC(C)C(Nc1ncnc2c1oc1ccccc12)C(=O)O (stereo not drawn)	-1	-3	0	2	3	-21	0	-40	15	6	0
O=c1c2ccccc2sn1-c1ccc(Cl)cc1Cl	-33	-4	.	-5	-10	-59	41	-7	.	0	3
O=C(NCC(=O)N(c1ccc2c(c1)OCO2)C(C(=O)NC1CCCC1)c1ccncc1)c1ccco1 (stereo not drawn)	5	-5	1	8	7	9	5	-7	6	-7	-10
CC(=O)Nc1cccc(NC(=O)C2CC(=O)N(CCc3ccc(F)cc3)C2)c1 (stereo not drawn)	-3	-7	-4	-9	-27	11	-2	-25	2	0	2
COc1ccc(OC)c(/C=N/NC(=O)CC(=O)NC2CCCCC2)c1	-8	-7	0	-3	-1	3	12	-20	5	1	11
CC12CCC(=O)N1C(C(=O)Nc1nc(-c3ccc(F)cc3)cs1)CS2 (stereo not drawn)	-63	-4	-1	-3	-13	-74	-20	-2	-22	12	-3
COc1ccccc1NC(=O)C1CCCN(c2cc(C)nc3ncnn23)C1 (stereo not drawn)	12	.	0	-1	2	17	2	11	7	-2	-17
CC(C)NC(=O)c1onc(CSc2ccc(F)cc2)c1C(=O)O	20	-5	1	3	-3	9	-5	-1	8	3	21

Structures above with a cyano group (2):
SMILES	Peg3 prom inh	CaV13 FRET inh	NR2E3 ag-1	PDI turbidity	Vif inh	HIF-2a block	CF NFkB block	NR2E3 ag-2	MITF TRPM1 inh	KKLEB cytotox	Shn3 3UTR inh
Cn1nc(C(F)(F)F)cc1-c1ccc(/C=C(\C#N)C(=O)c2ccccc2)s1	-61	-2	-2	-1	1	-1	14	-26	-32	3	.
COc1ccc(C2C(C#N)=C(N)Oc3c2ccc2cccnc32)cc1OC (stereo not drawn)	26	-4	-1	-6	-7	30	-2	-18	19	4	78
